# Assay outcomes: PubChem, National Center for Advancing Translational Sciences (NCATS)
# AmpC detergent: inhibitors of E. coli AmpC beta-lactamase with detergent; P00811; AmpC hydrolysis of nitrocefin, absorbance 480 nm, 0.01% Triton; Potency, µM (highest dose often 114 µM), without a hit: top-dose activity change, negative = inhibition, usual class: inhibitors; 370,000 tested, 0.041% active; AID 485294;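 further: potency means the concentration at half of the fitted maximal effect; 0% = no-compound wells and -100% = no-enzyme wells; nearly all actives have a fitted effect of over 25% in size; some results filed as inactive show a strong effect at the top dose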
# Target sequence (P00811 whole entry, looked up): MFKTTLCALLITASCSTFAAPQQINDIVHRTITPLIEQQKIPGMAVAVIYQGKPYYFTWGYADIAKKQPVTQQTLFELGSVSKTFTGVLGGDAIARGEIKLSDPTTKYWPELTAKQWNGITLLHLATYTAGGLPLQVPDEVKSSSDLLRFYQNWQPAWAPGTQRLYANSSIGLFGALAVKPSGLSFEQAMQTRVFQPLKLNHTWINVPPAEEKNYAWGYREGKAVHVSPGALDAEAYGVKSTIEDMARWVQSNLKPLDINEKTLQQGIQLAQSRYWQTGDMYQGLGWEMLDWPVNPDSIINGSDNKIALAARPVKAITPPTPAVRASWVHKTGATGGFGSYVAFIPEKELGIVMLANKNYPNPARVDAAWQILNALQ
#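 20 mM phosphate pH 7.0 + 0.01% (detergent screen) or 0.0001% Triton X-100; 5.3 nM AmpC reagent; cpd preinc 15 min RT; nitrocefin (800 uM stock) to start; A480 q20 s × 4 min; Activity was normalised to no-enzyme and no-compound control wells.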
# Sm TGR block: S. mansoni TGR enzyme inhibition; Q962Y6; purified TGR, DTNB reduction, TNB absorbance 405 nm; Potency, µM (highest dose often 114 µM), for inactives: at the highest dose activity change, negative = inhibition, actives largely listed as inhibitors; 360,000 tested, 3% active; AID 485364; further: potency means the concentration at half of the fitted maximal effect; nearly all actives have a fitted effect of over 60% in size
#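 TGR 20 nM + NADPH 100 uM (dispensed conc.), cpd preinc 15 min RT; start with NADPH (500 uM addition) then DTNB (15 mM addition). Kinetic TNB absorbance, 405 nm filter. Four-parameter Hill fit across titration.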
# HCMV antiviral: human cytomegalovirus inhibition; HFF cells, HCMV-luciferase reporter, 72 h; stronger effect = lower value; activity change, negative = inhibition, % at 57.5 µM; 410,000 tested, 4.5% active; AID 1259415; in the data active means activity change below about -60%; inconclusive means no clear call, values can overlap the other calls; inactive means above about -39%
#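 Human foreskin fibroblasts infected with luciferase-reporter HCMV at MOI 1 PFU/cell, compounds at two doses. Luciferase measured 72 h post infection; normalized to buffer-only basal and Salinomycin (10uM) controls.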
# AmpC inh no detg: blocks E. coli AmpC beta-lactamase in detergent-free assay | P00811 | AmpC nitrocefin hydrolysis, absorbance 480 nm, 0.0001% Triton | Potency, µM (highest dose often 57.1 µM), for the others: top-dose activity change, negative = inhibition, hits mostly inhibitors | 330,000 tested, 0.52% active | AID 485341;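 further: potency means the concentration at half of the fitted maximal effect; plate controls were no compound for no effect and no enzyme for full effect; nearly all actives have a fitted effect of over 20% in size; some results filed as inactive show a strong effect at the top dose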
#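 20 mM phosphate pH 7.0 + 0.01% (detergent screen) or 0.0001% Triton X-100; 5.3 nM AmpC reagent; cpd preinc 15 min RT; nitrocefin (800 uM stock) to start; A480 q20 s × 4 min; Activity was normalised to no-enzyme and no-compound control wells.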
# AMA1-RON2 inh: AMA1-RON2 (P. falciparum) interaction inhibition; AlphaScreen AMA1-biotinylated RON2 peptide binding; Potency, µM (series often up to 58.2 µM), without a hit: top-dose activity change, negative = inhibition, actives largely listed as inhibitors; 360,000 tested, 0.2% active; AID 720542;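 further: potency means the concentration at half of the fitted maximal effect; 0% = vehicle wells and -100% = peptide control; nearly all actives have a fitted effect of over 45% in size; some results filed as inactive show a strong effect at the top dose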
#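 AMA1 (3D7) with his tag at 25 nM final met compounds first, then biotinylated RON2 peptide at 25 nM; detection used donor plus acceptor beads, 10 µg/mL apiece, read by AlphaScreen after 30 min at room temperature.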
# LmPK inhibitor: blocks Leishmania mexicana pyruvate kinase activity; Q27686; purified LmPK, Kinase-Glo ATP luminescence, 1 h; Potency, µM (series often up to 57.5 µM), without a hit: top-dose activity change, negative = inhibition, usual class: inhibitors; 290,000 tested, 0.37% active; AID 1721; further: potency means the concentration at half of the fitted maximal effect
# Target sequence (Q27686 whole entry, looked up): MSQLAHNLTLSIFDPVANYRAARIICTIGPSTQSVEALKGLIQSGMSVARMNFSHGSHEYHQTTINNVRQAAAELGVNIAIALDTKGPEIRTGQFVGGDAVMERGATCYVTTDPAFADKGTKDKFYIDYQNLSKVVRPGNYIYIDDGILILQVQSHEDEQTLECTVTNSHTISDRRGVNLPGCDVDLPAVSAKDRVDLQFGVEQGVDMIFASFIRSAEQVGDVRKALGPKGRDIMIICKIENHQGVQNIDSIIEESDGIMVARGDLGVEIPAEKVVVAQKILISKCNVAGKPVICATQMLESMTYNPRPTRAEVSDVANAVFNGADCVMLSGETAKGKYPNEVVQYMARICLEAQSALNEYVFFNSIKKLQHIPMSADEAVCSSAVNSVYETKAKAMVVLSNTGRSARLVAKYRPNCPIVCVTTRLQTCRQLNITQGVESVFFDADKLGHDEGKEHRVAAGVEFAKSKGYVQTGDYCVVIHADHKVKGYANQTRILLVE
#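 Kinase-Glo luminescence read after 1 h RT reaction of 0.1 nM LmPK with 0.5 mM PEP and 0.1 mM ADP. Activity scaled between uninhibited and enzyme-free controls.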
# TbPYK inhibitor: blocks Trypanosoma brucei pyruvate kinase. TbPYK enzyme, Kinase-Glo Plus ATP luminescence, 45 min. AID 624173. Q57TT1. 410,000 tested, 0.12% active. Potency, µM (highest dose often 76.8 µM), for inactives: top-dose activity, negative = inhibition, usual class: inhibitors; further: potency means the concentration at half of the fitted maximal effect; nearly all actives have a fitted effect of over 50% in size
#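 In this concentration-response screen, enzyme-free wells defined baseline while DMSO plates tracked drift. Each reaction combined TbPYK, substrate, compound and 130 uM ADP for 45 min at room temperature. Kinase-Glo Plus luminescence gave the signal.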
# * marks the source's active call; other numbers are inactive results; ? = inconclusive; . = no result given; & = joins results of further samples; [ ] = dose if it differs, or a comment. Unless noted, the call rests on the fitted dose curve; in most records, active means well fitted curve in the direction sought with a large enough effect; inconclusive means small, poorly fitted or top-dose-only effect, or another doubt; inactive means no such curve, though single readings can be large; an effect the other way counts as inactive or inconclusive. Unless noted, on the % scale 0 is the no-effect control and ±100 the full control effect. This is a random part of the collection, and some 7.4% of all compounds hit somewhere here.
SMILES,AmpC detergent,Sm TGR block,HCMV antiviral,AmpC inh no detg,AMA1-RON2 inh,LmPK inhibitor,TbPYK inhibitor
COc1ccc(NS(=O)(=O)c2cccs2)cc1S(=O)(=O)N1CCCCC1,?,-10%,-28,-35%,-10%,.,1%
Cc1ccc(NC(=O)N2CCN(C(=O)c3nsc4ccccc34)CC2)cc1C,-1%,-2%,0,.,.,.,3%[15.4 µM]
CC(C)[C@H]1C(=O)Nc2ccccc2N1C(=O)N[C@@H](Cc1ccccc1)C(=O)N[C@H](C(=O)O)c1ccccc1,-13%,?,-18,-19%,-6%,-2%,4%
COc1ccc(CCNC(=O)C(=O)NCC(c2ccco2)S(=O)(=O)c2ccc(F)cc2)cc1 (stereo not given),2%,?,?,.,.,.,-1%
CCOc1ccc(C(F)(F)F)cc1NC(=O)COc1ccc(C(F)(F)F)cc1[N+](=O)[O-],?,4%,13,-13%,-6%,2%,1%
CCCCNC(=S)Nc1ccc2nc(N3CCN(CC)CC3)cc(C)c2c1,0%,-33%,-17,54%,-3%,-1%,-22%
CSCCC(NS(=O)(=O)c1ccc(Cl)cc1)C(=O)OCC(=O)N1CCCc2ccccc21 (stereo not given),1%,-7%,-14,13%,-6%,6%,2%
Cc1ccc(CNC(=O)c2ccc(S(=O)(=O)N(C)C)cc2)n1C,-10%,?,-18,52%[activator],2%,-2%,-1%
Cc1c(S(=O)(=O)c2cccc(Cl)c2)nnn1-c1cccc(C(F)(F)F)c1,1%,-1%,-22,.,.,.,1%
CCOC(=O)CC/C(=N\NC(N)=O)c1ccc(OC)c(Cl)c1,-5%,-8%,-28,0%,6%,.,1%
COC(=O)C1=C(C)N(Cc2ccc(OC)cc2)C(=O)/C1=C\c1ccco1,12%,13µM*,-8,-13%,?,2%,-4%
COc1ccc(C(=O)Cn2nc(CNc3ccc(Br)cc3)[n+]3c2CCCCC3)cc1,1%,0%,-60*,117%[activator],-15%,2%,1%
CCCn1c(NC(=O)c2cccc(C)c2C)nc2ccccc21,?,0%,.,-25%,88%[activator],9%,2%
Cc1cc(C(=O)COC(=O)c2ccc(N)c([N+](=O)[O-])c2)c(C)n1Cc1ccc2c(c1)OCO2,-13%,5%,-25,-11%,-16%,1%,4%
COc1cc(O)oc1C=Nc1ccccc1,-2%,-13%,65,-6%,10%,5%,1%
CCC(=O)N1c2ccccc2CC1C(=O)NCCc1ccccc1C (stereo not given),0%,0%,-11,.,.,.,-1%
O=C1NC(=O)N(c2cccc(F)c2)C(=O)/C1=C/c1ccc(N2CCOCC2)cc1,-4%,?,26,-12%,3%,0%,?
COc1cc(CN2C(=O)C(NC(=O)c3ccco3)(C(F)(F)F)C3=C2CC(C)(C)CC3=O)cc(OC)c1 (stereo not given),-1%,-10%,8,173%[activator],7%,-1%,0%
CCCN(C(=O)Cn1cc(S(=O)(=O)N2CCN(c3ccccc3F)CC2)c2ccccc2c1=O)c1cccc(C)c1,15%,-1%,-14,.,.,.,1%
Cc1ccc(C[n+]2cccc(-c3ccccc3)c2)c(C)c1,6%,-3%,-96*,-4%,-7%,3%,-6%
CCNS(=O)(=O)c1ccc(CCC(=O)NCc2ccccc2)cc1,-1%,-8%,?,-4%[2.29 µM],-6%,0%,-8%
CN(C)c1ccc(/C=N/N2CCN(c3ccccn3)CC2)cc1,-7%,16%,-8,-10%,-28%,?,-19%
COc1ccc(CNC(=O)CCCc2nnc3n(C(C)C)c(=O)c4sccc4n23)cc1,-6%,-5%,-11,.,.,.,6%
COc1ccc(NC(=O)CCNS(=O)(=O)c2cccc3nsnc23)cc1Cl,-4%,-9%,6,.,.,.,-2%

# An excerpt from above, reduced to Sm TGR block, LmPK inhibitor and TbPYK inhibitor:
Compound,Sm TGR block,LmPK inhibitor,TbPYK inhibitor
CCC(=O)N1c2ccccc2CC1C(=O)NCCc1ccccc1C (stereo not given),0%,.,-1%
O=C1NC(=O)N(c2cccc(F)c2)C(=O)/C1=C/c1ccc(N2CCOCC2)cc1,?,0%,?

# Remaining list, next part:
SMILES,AmpC detergent,Sm TGR block,HCMV antiviral,AmpC inh no detg,AMA1-RON2 inh,LmPK inhibitor,TbPYK inhibitor
O=C1CSc2ccc(C(=O)O)cc2N1,-1%,3%,6,-11%,1%,0%,-8%
N#CC1=C(N)Oc2n[nH]c(-c3cccs3)c2C1c1cccnc1 (stereo not given),-7%,-21%,-11,-25%,0%,-2%,6%
Cc1cc(Br)cc2cn[nH]c12,1%,55%[activator],?,-24%,8%,1%,3%
CC1(C)CC(NC(=O)COc2cc3oc(=O)c4c(c3cc2Cl)CCC4)CC(C)(C)N1,3%,-10%,1,-2%,0%,1%,-15%
COc1cccc(NC(=O)N2C3CCCC2CC(NC(C)=O)C3)c1 (stereo not given),-20%,0%,63,-7%,-1%,-5%,-10%
O=C(NC1CC(=O)N(c2ccc(F)cc2)C1)c1cccs1 (stereo not given),4%,9%,71,.,.,.,-1%
CC(C)COc1ccc(-c2nn(-c3ccccc3)cc2CO)cc1,5%,8%,?,0%,-4%,2%,1%
Cc1ccc2nc3c(cc(C#N)c(=O)n3-c3nccs3)c(=O)n2c1,-11%,0%,131,-22%,-16%,1%,-3%
CC1C(=O)N2CCCc3cc(NS(C)(=O)=O)cc1c32 (stereo not given),-9%,-9%,-9,-4%,0%,0%,0%
Cc1ccc(N2CC(C)Cn3c2nc2c3c(=O)[nH]c(=O)n2C)cc1 (stereo not given),-3%,4%,-8,-9%,15%,0%,-8%
Cc1cc(Cl)c(S(=O)(=O)NC2CCCCC2)cc1OCC(=O)Nc1nncs1,12%,3%,-28,-17%,2%,2%,1%
COc1cc(C2C3=C(COC3=O)OC(C)(C)Oc3cc4c(cc32)OCO4)cc(OC)c1OC (stereo not given),.,.,-80*,.,-17%,.,-5%
CC(C)C(=O)Nc1nnc(SCc2cc(=O)n3ccccc3n2)s1,2%,-4%,-10,.,.,.,0%
O=C(CSc1nnc(CNC(=O)c2cccs2)o1)c1ccccc1,-8%,-9%,7,-24%,0%,-1%,-1%
CCC(C)[C@H](NC(=O)NCCCOC(C)C)C(=O)OC (stereo not given in full),5%,10%,22,-6%,-4%,0%,-6%
c1ccc(CSC2=NCCS2)cc1,-15%,-4%,?,-16%,22%,-2%,-4%
O=C(Nc1ccc(F)cc1F)NC1CCN(Cc2c(F)cccc2Cl)CC1,2%,17%,-68*,-3%,-12%,1%,1%
COc1ccc(-n2c(O)c(C=NC3CC3)c(=O)[nH]c2=O)cc1,-10%,0%,1,-14%,0%,-3%,-1%
CC(=O)Oc1ccccc1C1OC(=O)c2ccccc2N1C(C)=O (stereo not given),-8%,-6%,11,-20%,0%,-6%,-5%
Cc1c([N+](=O)[O-])cc(C(=O)N2CCOCC2)cc1[N+](=O)[O-],-3%,-14%,0,-20%,-9%,-4%,-4%
O=C(c1ccc(-c2ccccc2Cl)o1)N1CCC1,-6%,-13%,-4,5%,0%,.,-10%
CCC(=O)Nc1ccc(NCc2cccs2)cc1,3%,1%,16,-18%,-6%,0%,-3%
COc1ccc(CCCc2nnc(SCC(=O)Nc3cc(C)c(C)cc3Br)o2)cc1,-11%,3%,-35,-23%,-4%,-4%,-14%
CCc1ccc(C2CC(=O)N(c3cccc(C(F)(F)F)c3)C3=C2C(=O)OC3)cc1 (stereo not given),-2%,1%,18,.,.,.,1%
COc1cccc(OC)c1C(=O)N1CCN(Cc2ccccc2C)CC1,-5%,2%,46,136%[activator],-12%,-9%,1%
CCOC(=O)C1=C(CCc2ccccc2)NC(=O)NC1c1ccc(C#N)cc1 (stereo not given),.,.,-31,.,-5%,.,-4%
O=C(O)CC1S/C(=N\N=C/c2ccccc2)N(c2ccc(O)cc2)C1=O (stereo not given),-6%,-6%,-9,-13%,-6%,-3%,5%
Cc1cc(NC(=O)/C=C/c2ccc(F)cc2)n(-c2nc3ccccc3[nH]2)n1,-20%,-7%,41,-9%,79%[activator],1%,19%
O=C(NNC(=S)NCc1ccc(Cl)cc1)c1ccc(Br)o1,-6%,.,2,-33%,104%[activator],7%,-7%
COc1ccc(C(=O)NCCN2C(=O)S/C(=C\c3cccnc3)C2=O)c(OC)c1OC,-6%,7%,?,5%,29%,4%,4%
O=c1c2[nH]c3ccc(F)cc3c2ncn1CCN1CCN(Cc2ccccc2)CC1,?,-7%,16,0.32µM*,2%,4%,-5%
C[C@H](NC(=O)c1[nH]cnc1C(=O)Nc1ccc(Cl)cc1)c1ccccc1,1%,-18%,-28,-5%,134%[activator],.,3%
COCCN(CCOC)S(=O)(=O)c1ccc(C(=O)Nc2sc3c(c2C(N)=O)CCCCC3)cc1,-4%,2%,-17,-16%,4%,5%,2%
O=C(/C=C/c1ccccc1Cl)Nc1ccc(-c2nnc3n2CCCCC3)cc1,?,-14%,-13,-31%,2%,2%,-5%
Cn1c(CCCOc2ccc(Cl)cc2Cl)n[nH]c1=S,1%,11%,-2,-13%,53%[activator],-7%,?
CCCCn1nnnc1C(c1ccccc1)N1CCCN(Cc2ccc(F)cc2)CC1 (stereo not given),.,.,-13,.,-12%,.,0%
CCOc1cc(C)nc(N2CCN(C3CCCCC3)CC2)n1,?,-15%,7,-23%,1%,3%,-10%
COc1ccccc1CN(C)C(=O)c1sccc1-c1ccccc1,1%,0%,-1,-9%,-7%,-10%,-20%
Cc1cccn2c(=O)c3cc(C#N)c(=NC(=O)c4ccccc4)n(Cc4ccco4)c3nc12,.,.,1,.,-11%&-14%,.,?
COc1cc(C)c(S(=O)(=O)n2nnc3ccccc32)cc1C,-16%,11%,53,-7%,0%,-1%,-2%
CN(C)C(CNC(=O)CNC(=O)c1ccc(Br)cc1)c1ccccc1 (stereo not given),3%,-19%,-26,6%,-2%,-3%,6%
COc1ccc(CNC(=O)c2cc(-c3cc(C)ccc3O)n[nH]2)cc1,0%,3%,-32,-44%,60%[activator],3%,-3%
Cc1sc2c(c1C)c(=O)nc1scc(CC(=O)O)n12,?,1%,14,-12%,?,-6%,-1%
